# PLK1 PBD block – blocks phosphopeptide binding to human PLK1 polo-box domain; P53350; Plk1 PBD binding of FITC phosphopeptide, fluorescence polarization; Potency, µM, for the others: max response, negative = inhibition, actives largely listed as inhibitors; hit rate 2.8% among 360,000; AID 720504; further: potency means the concentration at half of the fitted maximal effect; series mostly up to about 57 µM; on the % scale 0 is the no-effect control and ±100 the full control effect; nearly all actives have a fitted effect of over 65% in size
# HEK293 tox – cytotoxic in the GLP-1 receptor inverse agonist counter-screen; hit rate 0.13% among 410,000; Potency, µM (highest dose often 38.3 µM), for the others: at the highest dose activity change, negative = inhibition, hits mostly inhibitors; HEK293 cAMP-luciferase reporter cells, luminescence, 24 h;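 further: loss of luciferase light is scored as toxicity; potency means the concentration at half of the fitted maximal effect; on the % scale 0 is the no-effect control and ±100 the full control effect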
#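 MLSMR compounds, 24 hr on cells at 37 deg C/5% CO2; luminescence after luciferase reagent (12 min RT). Inhibition counted as the undesired cytotoxic outcome.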
# GLP1R ag – agonists of human GLP-1 receptor | P43220 | HEK293 GLP-1R CRE-luciferase, luminescence, 4-6 h; cells express a hypersensitive GLP-1R form | Potency, µM (highest dose often 45.6 µM), for the others: at the highest dose activation, hits mostly activators | hit rate 0.007% among 380,000 | AID 624172; further: potency means the concentration at half of the fitted maximal effect; % of control where 0% means no effect
# DRD3 antagonist – D3 dopamine receptor (human) antagonism | P35462 | D3R cells, DiscoveRx beta-arrestin luminescence, antagonist mode; stronger effect = lower value | max response, negative = inhibition, % | hit rate 2.5% among 360,000 | AID 652054; in the data active means max response below about -50%; inconclusive means no clear call, values can overlap the other calls; further: on the % scale 0 is the no-effect control and ±100 the full control effect; mostly tested at two doses, the higher about 12 µM
# Target sequence (P35462 whole entry, looked up): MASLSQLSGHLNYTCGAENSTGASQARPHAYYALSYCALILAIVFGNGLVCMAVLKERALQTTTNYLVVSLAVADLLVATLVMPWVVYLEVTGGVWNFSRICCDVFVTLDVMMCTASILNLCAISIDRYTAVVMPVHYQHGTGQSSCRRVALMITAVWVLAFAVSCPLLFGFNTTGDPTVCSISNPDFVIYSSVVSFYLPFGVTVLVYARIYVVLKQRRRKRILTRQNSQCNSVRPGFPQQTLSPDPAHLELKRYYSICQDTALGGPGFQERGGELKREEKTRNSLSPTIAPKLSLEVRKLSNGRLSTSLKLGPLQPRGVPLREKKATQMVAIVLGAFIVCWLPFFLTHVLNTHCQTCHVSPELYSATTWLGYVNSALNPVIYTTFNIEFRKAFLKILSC
#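 Cells plated overnight at 1500 cells/well, then exposed to library compounds with dopamine controls for 90 minutes at 37 degrees C. DiscoveRx reagent added for 30–60 minutes at room temperature; luminescence read, quantitative HTS format.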
# PI5P4K alpha inh – inhibitors of human PI5P4K alpha. hit rate 1.2% among 330,000. P48426. PI5P4Kalpha enzyme, ADP-Glo luminescence, 60 min; stronger effect = lower value. max response, %; active means max response of -50% or lower; inconclusive means between -30% and -50%; inactive means -30% or higher; further: value at the top dose of about 77 µM; on the % scale 0 is the no-effect control and ±100 the full control effect
# Target sequence (P48426 whole entry, looked up): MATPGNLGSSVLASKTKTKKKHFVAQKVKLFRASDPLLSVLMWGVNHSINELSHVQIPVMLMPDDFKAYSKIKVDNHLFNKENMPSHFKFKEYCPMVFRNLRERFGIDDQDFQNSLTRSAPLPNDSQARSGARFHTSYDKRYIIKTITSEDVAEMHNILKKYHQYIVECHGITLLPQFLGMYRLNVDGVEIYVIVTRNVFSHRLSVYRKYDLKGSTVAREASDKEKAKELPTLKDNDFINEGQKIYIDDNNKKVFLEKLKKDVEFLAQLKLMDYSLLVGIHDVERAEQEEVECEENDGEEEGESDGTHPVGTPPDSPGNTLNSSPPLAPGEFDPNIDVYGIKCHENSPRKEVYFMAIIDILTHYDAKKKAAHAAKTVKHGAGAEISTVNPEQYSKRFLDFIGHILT
#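 Controls without substrate or without enzyme flank wells where PI5P4Kalpha converts substrate using 5 microM ATP (final). Incubation lasts 60 minutes at room temperature; ADP formed is read by ADP-Glo luminescence.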
# GLP-1R inv ag – inverse agonists of human GLP-1 receptor; Potency, µM (series often up to 38.3 µM), inactives show top-dose activity change, negative = inhibition, usual class: inhibitors; hit rate 1.6% among 410,000; HEK293 GLP-1R CRE-luciferase, luminescence, 24 h; GLP-1R form is constitutively active; further: potency means the concentration at half of the fitted maximal effect; on the % scale 0 is the no-effect control and ±100 the full control effect; nearly all actives have a fitted effect of over 55% in size
#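 Constitutively active GLP-1R drives a cAMP-responsive luciferase in stably transfected HEK293 cells; test compounds are added after overnight (12 h) attachment and left 24 hr, and signal loss in luminescence marks inhibition.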
# IL-2 act – activates IL-2 in a cell-based reporter assay | activation, % (series mostly up to about 46 µM) | AID 652025 | IL-2 activation reporter assay, cell-based qHTS; stimulated with anti-CD3/CD4/CD28 beads; in transgenic mouse T cells | hit rate 0.065% among 360,000; in the data active means activation above about 50%; inconclusive means mostly about 30% to 49%; further: 0% is about no effect
#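 Readout is EGFP and DsRed signal by fluorescent plate cytometry after 18 h at 37 degrees C. Transgenic mouse T cells (750/well) received compound for 60 min before bead stimulation (anti-CD3, anti-CD4, anti-CD28); memory T cells served as non-tolerant control.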
# D3 ag – agonists of human D3 dopamine receptor. P35462. D3R DiscoveRx beta-arrestin cells, luminescence, 90 min. max activation, %. hit rate 0.58% among 410,000; in the data active means max activation above about 30%; further: 0% is about no effect; mostly tested at two doses, the higher about 12 µM
#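 Agonist-mode cell screen: cells plated at 1500/well and incubated overnight at 37 °C, then exposed to library compounds for 90 min at 37 °C. Detection reagent was added for 30–60 min at room temperature, and luminescence was read.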
# WRN helicase inh – inhibitors of human WRN helicase; WRN helicase unwinding, fluorescent forked duplex, kinetic; AID 651768; Q14191; Potency, µM (titrated, usually from 114 µM), for the others: at the top dose activity change, negative = inhibition, hits mostly inhibitors; hit rate 0.46% among 360,000; further: potency means the concentration at half of the fitted maximal effect; on the % scale 0 is the no-effect control and ±100 the full control effect; nearly all actives have a fitted effect of over 55% in size
#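 WRN at 20 nM final preincubated with compound 15 min at room temperature; reaction started with 100 nM fluorophore/quencher forked duplex oligonucleotide and 2 mM ATP final. Unwinding followed kinetically by red fluorescence (ex 525, em 598 nm).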
# * marks the source's active call; other numbers are inactive results; ? = inconclusive; . = no result given; [ ] = another dose, or the depositor's remark. Unless noted, the call rests on the fitted dose curve; in most records, active means well fitted curve in the direction sought with a large enough effect; inconclusive means small, poorly fitted or top-dose-only effect, or another doubt; inactive means no such curve, though single readings can be large; an effect the other way counts as inactive or inconclusive.
# The opening 3 compounds, ahead of the listing:
SMILES,PLK1 PBD block,HEK293 tox,GLP1R ag,DRD3 antagonist,PI5P4K alpha inh,GLP-1R inv ag,IL-2 act,D3 ag,WRN helicase inh
COc1ccc(CCNC(=O)C2CCCN(C(=O)c3ccc(Cl)cc3)C2)cc1 (stereo not given),-14%,9%,6%,-2,-3,?,-0.3,-10,12%
COc1ccc(N2C(=O)CC(N(CCc3ccc(S(N)(=O)=O)cc3)C(=S)Nc3ccccc3)C2=O)cc1 (stereo not given),-17%,3%,11%,-14,2,?,-1.6,3,-6%
Cc1ccc2c(c1)C1(SC(C)C(=O)N1c1ccc(Cl)cc1)C(=O)N2 (stereo not given),-1%,-14%,10%,-12,-19,?,-0.3,2,3%[57.1 µM]

# This part in full, repeating the preview:
SMILES,PLK1 PBD block,HEK293 tox,GLP1R ag,DRD3 antagonist,PI5P4K alpha inh,GLP-1R inv ag,IL-2 act,D3 ag,WRN helicase inh
COc1ccc(CCNC(=O)C2CCCN(C(=O)c3ccc(Cl)cc3)C2)cc1 (stereo not given),-14%,9%,6%,-2,-3,?,-0.3,-10,12%
COc1ccc(N2C(=O)CC(N(CCc3ccc(S(N)(=O)=O)cc3)C(=S)Nc3ccccc3)C2=O)cc1 (stereo not given),-17%,3%,11%,-14,2,?,-1.6,3,-6%
Cc1ccc2c(c1)C1(SC(C)C(=O)N1c1ccc(Cl)cc1)C(=O)N2 (stereo not given),-1%,-14%,10%,-12,-19,?,-0.3,2,3%[57.1 µM]
CC(C)(C)NC(=O)CN(C(=O)CNC(=O)c1cccs1)c1ccc2c(c1)OCCO2,-8%,-4%,-4%,-21,.,?,-3.0,-16,3%
CCNc1nc(SCCOc2ccc(Cl)cc2Cl)nc(N(C)C)n1,3%,6%,3%,36,22,39%[activator],-0.6,-4,6%
CCN(CC)CCCNC(=O)CN1C(=O)CSc2ccc(S(=O)(=O)N3CCOCC3)cc21,-1%,6%,-6%,4,6,-11%,-0.3,17,1%
CN(Cc1ccco1)C(=O)c1ccc(CNS(=O)(=O)c2ccc3c(c2)C(C)(C)C(=O)N3C)cc1,-21%,2%,4%,0,2,12%,-2.3,-5,-3%
Cc1cnc(C(=O)OCC(=O)N2CCc3ccccc3C2)cn1,-8%,1%,8%,35,-5,-2%,-0.3,-15,-5%
Clc1ccccc1-c1nc2nc3ccccc3nc2n1-c1ccc2c(c1)OCO2,-16%,12%[1.53 µM],5%,7,2,?,-0.8,16,-33%[57.1 µM]
Cn1cc(-c2csc(C(O)c3ccc(F)c(F)c3)n2)cn1 (stereo not given),-8%,-3%,-3%,?,1,-27%,0.8,-10,6%[57.1 µM]
COc1ccc(C2CCCN2C(=S)Nc2ccccc2C)cc1OC (stereo not given),2%,-1%,28%,-5,-5,33%[activator],0.9,15,1%
Cc1nc(N)[nH]c(=O)c1Oc1cccc(C(F)(F)F)c1,-3%,-11%,-2%,4,4,-16%,-2.0,9,-8%
O=C(c1cccc(C(F)(F)F)c1)N(c1ccccn1)C1CCCCC1,-5%,-9%,7%,7,0,?,-0.1,11,3%
Nc1nonc1-n1nnc(C(=O)O)c1-c1cccs1,-8%,-12%,1%,-8,-12,13%,-2.0,-6,3%
COc1ccc2nc(SCC(=O)NC3CCCCC3)[nH]c2c1,-17%,2%,13%,5,1,?,0.9,-2,0%
O=C(O)c1cccc(NC(=S)NC(=O)c2cncc(Br)c2)c1,-29%,4%,0%,-63*,-25,2%,-0.3,-11,-5%
Cc1ccc(Sc2c(C)nn(C(=O)c3cccc(S(=O)(=O)N4CCOCC4)c3)c2C)cc1,-3%,3%,6%,17,.,0%,-0.8,23,-17%
COc1ccc(Cc2nc3ccc(C(=O)N4CCN(C)C(C)C4)cc3o2)cc1OC (stereo not given),-9%,-1%,-3%,23,-2,47%[activator],-2.1,6,-4%
Cc1nc2scc(-c3ccccc3)c2c(=O)o1,-17%,-1%,4%,-10,0,-13%,-1.3,1,0%
CC12CCC(C(=O)N(NC(=O)c3ccc(O)cc3)C1=O)C2(C)C (stereo not given),-6%,1%,-2%,6,.,-12%,-1.0,1,-1%
O=C(CNC(=S)N(Cc1ccccc1)Cc1ccccc1F)NCCc1ccc(Cl)cc1,-3%,-29%,8%,-6,11,4µM*,-2.1,-16,-27%
O=C(CCSCCc1ccccn1)Nc1cccc([N+](=O)[O-])c1,-13%,23%,8%,-25,-9,0%,-2.7,-19,-11%
COC(=O)C(Cc1ccc(O)cc1)NC(=O)C1CCN(S(=O)(=O)c2ccc(C)cc2)CC1 (stereo not given),1%,-3%,0%,-4,-2,-9%,-0.8,1,0%
COc1cccc(/C=N/NC(=O)c2cnccn2)c1,-11%,5%,8%,17,-4,10%,0.5,1,3%
CC(=O)Nc1nc(NC(=O)C(Cl)(Cl)Cl)n(-c2ccccc2)n1,4%,1%,2%,0,1,4%,2.7,3,-3%
O=c1c(C(c2ccccc2)c2c(O)nc3n(c2=O)CCS3)c(O)nc2n1CCS2,?,-5%,-2%,7,-28,5%,0.7,8,-5%
COc1ccc(-c2nc(SC(C)C(=O)NC3CC3)n[nH]2)cc1 (stereo not given),1%,-16%,-3%,13,-3,1%,-3.0,25,5%
CC(=O)c1ccc(OCC(O)CN2CCN(S(=O)(=O)c3c(C)cc(C)cc3C)CC2)cc1 (stereo not given),5%,1%,10%,9,-1,?,-4.2,0,-23%
CN(C)CCNCc1ccccc1OC1CCCC1,5%,-5%,10%,-11,.,?,-0.3,-28,-2%
Cc1ccccc1C(=O)NC1CCN(C(=O)Nc2ccc(F)cc2)CC1,-8%,0%,-1%,-6,-7,-7%,-0.4,-2,3%
COc1ccc(-c2cc3c(c4c2ccn4C)C2CCC3C2)cn1 (stereo not given),0%,3%,19%,12,19,?,0.0,0,-7%
O=C(CNC(=O)C(c1ccccc1)c1ccccc1)OCC(=O)c1cccs1,-23%,14%,-5%,-4,2,-11%,-4.4,-5,5%
O=[N+]([O-])c1ccccc1-c1ccc(/C=N/n2cnnc2)o1,-8%,-14%,7%,32,.,4%,-0.5,5,9%
Cc1cc(Cl)ccc1OCC(=O)N/N=C1\CC2C=CCC12 (stereo not given),-9%,15%,0%,7,-1,21%,-4.4,-11,-21%
O=C1NC[C@H](CCCCN2CCN(CCC3CCCCC3)C(=O)C2=O)N(CC2CCCCC2)C1=O,-7%,4%,4%,26,-1,27%,-0.2,3,-2%
CC(C)NC(=O)NC(=O)CN1C(=O)NC2(CCc3ccccc3C2)C1=O (stereo not given),-6%,-6%,7%,-2,0,3%,-0.6,-11,-7%
COc1ccc(S(=O)(=O)N(CC(=O)Nc2cc(C)cc(C)c2)c2ccc(Cl)cc2)cc1,.,-2%,1%,.,.,14%,.,-18,.
CC(=O)c1ccc(NC(=O)C2CCCN2S(=O)(=O)c2cccc3cccnc23)cc1 (stereo not given),-15%,1%,-5%,25,-1,-15%,-0.4,4,2%
CN(C1CCCCC1)S(=O)(=O)c1ccc(S(=O)(=O)N2CCN(C(=O)c3ccccc3F)CC2)cc1,-3%,-14%,-6%,-7,0,11%,-4.6,-1,13%
Cc1nn(-c2ccccc2)c(C)c1/C=N/n1c(-c2ccncc2)n[nH]c1=S,-12%,5%,10%,-52*,-19,-4%,-4.4,-8,-16%
CC1Cc2ccccc2N1CC(=O)NC(=O)NCc1ccccc1 (stereo not given),-1%,15%,0%,-23,-12,?,0.4,-2,-1%
CC(=O)c1ccc(NC(=O)COC(=O)c2nc(Cl)ccc2Cl)cc1,-1%,11%[0.307 µM],-13%,-13,4,4%[0.307 µM],0.2,11,-4%
O=C(CCCC(=O)N(CC(=O)NC1CCCCC1)Cc1ccc2c(c1)OCO2)Nc1ccccn1,-14%,11%,-2%,19,2,-6%,-0.5,-2,-1%
O=C(NCC(=O)N(c1cccnc1)C(C(=O)NCc1ccco1)c1ccccc1)c1ccco1 (stereo not given),-19%,6%,0%,20,-3,20%,0.1,-9,-7%
O=C(COC(=O)[C@@H]1CC(O)CN1S(=O)(=O)c1ccc([N+](=O)[O-])cc1)NC12CC3CC(CC(C3)C1)C2 (stereo not given in full),1%,-3%,-3%,23,-2,15%,-2.0,2,-1%
O=C(O)C1CSC(c2ccc3c(c2)OCO3)N1 (stereo not given),11µM*,-9%,11%,-3,?,4%,0.4,9,-23%
O=C(C1CCN(C2CCN(C/C(Cl)=C/c3ccccc3)CC2)CC1)N1CCOCC1,-2%,-3%,-2%,-6,9,?,-0.9,6,-1%
NC(=O)c1ccc(C(F)(F)F)cn1,1%,8%,0%,32,-2,7%,-0.5,6,-1%
O=C1CCC(=O)N1CC(=O)N1c2ccccc2Sc2ccccc21,-5%,6%,1%,6,.,1%,0.2,-9,7%
Cc1cc(C(=O)NNC(=O)CCN2CCN(c3ccccc3)CC2)c2ccccc2n1,-6%,-21%,1%,?,-3,-30%,1.1,8,-3%
Cc1cccc(C)c1NC(=S)NC(C)(C)CO,-1%,-3%,-5%,12,5,2%,1.1,-1,-1%
O=C1CCCCC(=O)[C@H](O)C[C@H](c2ccccc2)O1,1%,1%,-2%,14,-4,8%,0.1,6,0%
Fc1ccc2c(c1)[C@H]1OCC[C@H]1[C@@H](c1ccco1)N2,-6%,0%,-5%,-1,0,1%,-4.2,-3,2%
Cc1ccc(NC(=O)COc2nc(C)cs2)cc1,-17%,6%,2%,-4,3,-2%,1.4,-5,-3%
O=C(Nc1cccn(Cc2ccccc2Cl)c1=O)NC1CCCCC1,-6%,-5%,0%,-9,1,?,-0.7,1,-10%
CCOC(=O)[C@]12CCCC=C1N(Cc1cccc3ccccc13)C(=O)[C@H](CC(=O)NCC13CC4CC(CC(C4)C1)C3)C2,-3%,20%,-7%,-25,-8,?,-1.2,-12,3%
Cn1cc(S(=O)(=O)CC(=O)N2CCc3ccccc32)c2ccccc21,-17%,2%,3%,6,5,14%,-0.9,0,-17%
CC1=C(C(=O)OC2CCCCC2)C(c2cccc([N+](=O)[O-])c2)NC(=O)N1 (stereo not given),-3%,-10%,23%,20,0,-8%,0.6,-1,-4%
